# GRP78 ERSR act = ER stress response induction in glioma | AID 602332 | Potency, µM, for the others: at the highest dose activation, most hits filed as activators | U87-MG GRP78 promoter luciferase reporter, 16 h | hit rate 0.02% among 420,000; further: potency means the concentration at half of the fitted maximal effect; series mostly up to about 76 µM; % of control where 0% means no effect; nearly all actives have a fitted effect of over 35% in size
#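 Stably transfected U87-MG glioma cells carrying a GRP78-based luciferase sensor; 16 h compound incubation. Luminescence end-point read 10 min after Bright-Glo addition at room temperature.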
# USP1-UAF1 inh = blocks the human USP1/UAF1 deubiquitinase complex; Potency, µM (highest dose often 57.1 µM), for the others: at the top dose activity change, negative = inhibition, most hits filed as inhibitors; recombinant USP1/UAF1, Ub-Rhodamine cleavage fluorescence; O94782; hit rate 0.23% among 390,000; further: potency means the concentration at half of the fitted maximal effect; on the % scale 0 is the no-effect control and ±100 the full control effect; nearly all actives have a fitted effect of over 60% in size; inactives centre near -12
# Target sequence (O94782 whole entry, looked up): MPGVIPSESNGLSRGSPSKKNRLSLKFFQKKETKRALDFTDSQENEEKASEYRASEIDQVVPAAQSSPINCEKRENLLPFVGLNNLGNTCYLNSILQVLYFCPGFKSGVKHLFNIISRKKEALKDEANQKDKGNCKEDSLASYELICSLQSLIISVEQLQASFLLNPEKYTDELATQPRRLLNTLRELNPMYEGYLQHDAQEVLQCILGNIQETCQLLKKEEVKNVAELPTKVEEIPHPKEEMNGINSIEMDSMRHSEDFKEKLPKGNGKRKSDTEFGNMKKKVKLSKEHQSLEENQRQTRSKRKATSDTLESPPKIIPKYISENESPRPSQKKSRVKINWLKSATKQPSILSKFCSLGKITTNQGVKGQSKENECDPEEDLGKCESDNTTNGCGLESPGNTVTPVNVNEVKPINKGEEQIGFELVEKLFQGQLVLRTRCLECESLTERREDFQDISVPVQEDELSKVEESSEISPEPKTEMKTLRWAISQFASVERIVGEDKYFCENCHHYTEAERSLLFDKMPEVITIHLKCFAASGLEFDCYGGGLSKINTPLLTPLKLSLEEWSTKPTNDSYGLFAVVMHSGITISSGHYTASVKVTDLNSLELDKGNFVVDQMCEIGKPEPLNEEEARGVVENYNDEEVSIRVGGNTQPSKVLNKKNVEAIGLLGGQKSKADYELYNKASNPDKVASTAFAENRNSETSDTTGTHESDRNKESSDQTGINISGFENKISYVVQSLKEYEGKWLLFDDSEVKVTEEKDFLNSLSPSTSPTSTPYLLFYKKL
#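 USP1/UAF1 complex (1 nM) preincubated 15 min at room temperature with compound, then Ub-Rho substrate (150 nM final) added. Kinetic fluorescence at 480/540 nm over 6 reads at 60 s intervals; 50 mM HEPES pH 7.8, 0.5 mM EDTA, 0.1 mg/ml BSA, 1 mM TCEP, 0.01% Tween-20.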
# rTrxR1 inhibitor = blocks rat thioredoxin reductase 1; recombinant rTrxR1, NADPH fluorescence consumption, selenite substrate; hit rate 1% among 390,000; Potency, µM (top dose mostly 114 µM), without a hit: top-dose activity change, negative = inhibition, hits mostly inhibitors; O89049; further: potency means the concentration at half of the fitted maximal effect; on the % scale 0 is the no-effect control and ±100 the full control effect; nearly all actives have a fitted effect of over 65% in size
#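 Rat TrxR1 (90 nM in the dispensed reagent) was pre-reduced with 400 uM NADPH for 5 min at room temperature, then incubated with compound for 15 min. After 400 uM selenite was added, NADPH fluorescence (Ex 340/Em 450 nm) was followed for 8 min.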
# mIDH1 inhibitor = inhibitors of human mutant IDH1 R132H. O75874. IDH1-R132H enzyme, NADPH consumption, diaphorase/resazurin fluorescence. Potency, µM (highest dose often 76.6 µM), without a hit: at the highest dose activity change, negative = inhibition, most hits filed as inhibitors. hit rate 0.093% among 390,000; further: potency means the concentration at half of the fitted maximal effect; on the % scale 0 is the no-effect control and ±100 the full control effect; nearly all actives have a fitted effect of over 65% in size
#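 IDH1-R132H (0.5 ug/mL dispensed) in pH 7.5 Tris buffer was preincubated 30 min with compound, then given a substrate mix of 0.016 mM NADPH and 2 mM alpha-KG for 80 min at room temperature; remaining NADPH was read by diaphorase/resazurin fluorescence.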
# LDHA inh = blocks human lactate dehydrogenase A; purified LDHA, NADH/diaphorase-resazurin fluorescence; stronger effect = lower value; activity change, % (values are at about 110 or 230 µM); hit rate 0.15% among 480,000; in the data active means activity change below about -30%; inconclusive means mostly about -25% to -30%;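 further: plate controls were DMSO wells for no effect and wells without enzyme for full effect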
#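 Remaining NADH was detected by diaphorase (0.133 mg/mL) converting 37 µM resazurin to fluorescent resorufin, read at 0 and 20 minutes. The preceding 5-minute room-temperature reaction used 2 nM LDHA, 0.2 mM sodium pyruvate and 0.06 mM NADH at pH 7.4.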
# Vif-APOBEC3F blk = blocks the Vif interaction with APOBEC3F. HeLa A3F-eYFP + Vif (tagged APOBEC3F with the HIV-1 protein that degrades it), YFP fluorescence increase. Potency, µM (titrated, usually from 46.1 µM), without a hit: at the highest dose activity, negative = active. hit rate 0.2% among 390,000. AID 602313; further: potency means the concentration at half of the fitted maximal effect; % of control where 0% means no effect; nearly all actives have a fitted effect of over 65% in size
#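 Fluorescence increase (Ex 488/Em 500-530) after overnight compound treatment at 37 deg C flags inhibition of Vif-driven A3F-eYFP loss in stable HeLa A3F-eYFP/Vif cells seeded overnight beforehand.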
# Vif-A3G inh = Vif-A3G binding inhibition. Q9HC16. HeLa A3G-eYFP + Vif (tagged APOBEC3G with the HIV-1 protein that degrades it), YFP fluorescence, overnight. Potency, µM (highest dose often 46.1 µM), for the others: at the top dose activity, negative = active, usual class: inhibitors. hit rate 0.076% among 410,000. AID 602310;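 further: potency means the concentration at half of the fitted maximal effect; on the % scale 0 is the no-effect control and ±100 the full control effect; nearly all actives have a fitted effect of over 60% in size; hits raise eYFP signal because A3G escapes Vif-driven loss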
#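 Read-out is eYFP fluorescence (Ex 488/Em 500-530) from Vif-expressing HeLa A3G-eYFP cells; more signal means A3G escaped Vif-mediated degradation. Cells plated overnight, compound pinned in, incubated overnight at 37 deg C.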
# TrxR1 substrate = substrates of rat thioredoxin reductase 1 | purified TrxR1 substrate turnover, NADPH consumption readout | Potency, µM (series often up to 114 µM), inactives show at the top dose activity change, negative = substrate turnover | hit rate 0.01% among 390,000; further: potency means the concentration at half of the fitted maximal effect; on the % scale 0 is the no-effect control and ±100 the full control effect; nearly all actives have a fitted effect of over 50% in size
#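 Rat TrxR1, dispensed at 90 nM, was prereduced with 400 uM NADPH (final) for 5 min at ~22 deg C, then incubated with compound 15 min before 400 uM selenite. A first-read NADPH fluorescence drop versus no-compound background flagged substrates.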
# RGS4 inhibitor = blocks human RGS4-accelerated GTP hydrolysis. Potency, µM (titrated, usually from 114 µM), for the others: top-dose activity change, negative = inhibition, usual class: inhibitors. P49798. Transcreener GDP fluorescence polarization, RGS4-accelerated GTP hydrolysis. AID 504845. hit rate 0.039% among 390,000; further: potency means the concentration at half of the fitted maximal effect; on the % scale 0 is the no-effect control and ±100 the full control effect; nearly all actives have a fitted effect of over 75% in size; some results filed as inactive show a strong effect at the top dose
# Target sequence (P49798 whole entry, looked up): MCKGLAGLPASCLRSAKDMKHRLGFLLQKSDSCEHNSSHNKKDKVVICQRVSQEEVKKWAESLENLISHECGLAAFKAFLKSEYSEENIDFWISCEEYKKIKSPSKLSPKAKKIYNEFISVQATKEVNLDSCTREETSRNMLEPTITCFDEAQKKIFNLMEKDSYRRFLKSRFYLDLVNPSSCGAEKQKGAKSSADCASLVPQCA
#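 MLSMR compounds (23 nl, pin-transferred) preincubated 10 min at room temperature with a 500nM (2x) first reagent, then RGS4 at 900nM (2x) plus Transcreener GDP mix added; fluorescence polarization (620/688 nm) read before and after 90 min at 30 °C.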
# An asterisk follows results filed as active; ? = inconclusive; . = no result given; [ ] = remark or other dose. Unless noted, the call rests on the fitted dose curve; in most records, active means well fitted curve in the direction sought with a large enough effect; inconclusive means small, poorly fitted or top-dose-only effect, or another doubt; inactive means no such curve, though single readings can be large; an effect the other way counts as inactive or inconclusive. Some of the compounds tested; count on the stated rates, not on these rows.
SMILES,GRP78 ERSR act,USP1-UAF1 inh,rTrxR1 inhibitor,mIDH1 inhibitor,LDHA inh,Vif-APOBEC3F blk,Vif-A3G inh,TrxR1 substrate,RGS4 inhibitor
COc1ccc(C)cc1S(=O)(=O)N(CC(=O)O)c1ccc(C)cc1,-2%,0%,5%,-1%,-2,-6%,1%,-11%,18%
CC(C)NC(=O)C(=O)NNC(=O)CCc1ccccc1,-1%,-2%,9%[57.1 µM],8%,-2,-7%,-2%,2%[57.1 µM],-11%
COc1ccc(C2=NN(C(N)=S)C(c3ccccc3)C2)cc1 (stereo not drawn),7%,-7%,3%[57.1 µM],3%,-4,-7%,-1%,-3%[57.1 µM],-23%
Cc1nn(C(C)c2nc(-c3ccccc3)no2)c(C)c1[N+](=O)[O-] (stereo not drawn),14%,-5%,1%,3%,-2,-13%,-4%,-9%,0%
COc1ccc(CCN2C(=O)CSC2=Nc2ccc(C)cc2C)cc1OC,-4%,-12%,9%[57.1 µM],0%,-2,10%,3%,12%[57.1 µM],-10%
CCOC(=O)c1nn(C)c(=S)n(C)c1=O,-1%,-9%,7%,9%,6,-11%,4%,-2%,8%
N#Cc1ccc(C(=O)N(Cc2ccco2)c2c(N)n(Cc3ccccc3)c(=O)[nH]c2=O)cc1,-4%,-27%,3%,3%,-2,5%,1%,10%,-11%
COc1ccc(NC(=O)CN(C)C(=O)c2csc3c2CCCC3)cc1,1%,-12%,2%,8%,2,-7%,0%,-4%,-27%
CC(=O)Nc1cc(C(=O)NCc2ccc(C)cc2)ccc1S(=O)(=O)c1ccc(Cl)cc1,-5%,-13%,11%[57.1 µM],-6%,-4,5%,-8%,-3%[57.1 µM],10%
CCN(CC)S(=O)(=O)c1ccc(N(C)Cc2cccnc2)nc1,-5%,-2%,12%[57.1 µM],6%,-9,4%,0%,7%[57.1 µM],-5%
CC(=O)Nc1ccc(Oc2nc(-c3ccccn3)nc3ccccc23)cc1,-3%,-8%,-2%[57.1 µM],8%,-4,-24%,-14%,5%[57.1 µM],-11%
Cc1ccc(-c2cnc(NCc3c(F)cccc3Cl)n2C)cc1,5%,-27%,7%,-1%,-11,?,-5%,14%,6%
CC1CCCCC1NC(=O)CO/N=C/c1ccccc1OC(F)F (stereo not drawn),-1%,-24%,14%,8%,-6,18%,-2%,0%,-10%
O=C(O)c1cccc(-n2cc(-c3cccc(C(F)(F)F)c3)cn2)c1,-6%,-19%,4%[57.1 µM],-8%,-3,1%,1%,4%[57.1 µM],19%
COCCCNC(=O)C1CCCN(S(C)(=O)=O)C1 (stereo not drawn),-3%,-15%,-7%,3%,5,-7%,2%,-5%,-2%
CS(=O)(=O)NCCOc1ccc(S(=O)(=O)NCCOc2ccccc2)cc1,-5%,-9%,13%[57.1 µM],5%,-9,7%,-2%,7%[57.1 µM],-6%
CC(C)(C)C(=O)Nc1nnc(SCC(=O)NCc2ccco2)s1,-4%,-10%,3%[57.1 µM],21%,-5,-6%,0%,4%,11%
CCOC(=O)C(=O)Nc1cc(Cl)ccc1C,0%,-15%,-8%,0%,-9,5%,0%,-3%,-2%
Cc1nnc(NCc2ccccc2)c2c1nnn2Cc1ccccc1Cl,-3%,-17%,20%,10%,1,-6%,-1%,3%,-2%
O=c1[nH]c2ccccc2n1Cc1ccccc1,-3%,-9%,23%,-7%,2,-1%,-2%,3%,3%
CSc1nc2sc3c(c2c2nnnn12)CCCC3,-3%,-15%,25%,-8%,-6,-9%,3%,14%,-23%
CCN1CCN(Cc2ccc(OC)c(OCc3ccccc3)c2)CC1,-5%,-18%,-5%,4%,1,-10%,-1%,-3%,-13%
Cc1ccc(-n2nnc3ccccc3c2=O)cc1C,3%,-6%,15%[57.1 µM],5%,-6,6%,-4%,-8%,-8%
CCOC(=O)N1CCc2c(sc3c2c(=O)n(Cc2ccccc2)c(=O)n3CC(=O)Nc2ccccc2F)C1,-1%,-16%,9%,0%,-17,9%,-4%,-4%,21%
CC(=O)N(c1ccc2oc(=O)sc2c1)S(=O)(=O)c1cccs1,-4%,-13%,-4%,5%,0,7%,-1%,7%,?
# The listing continues:
SMILES,GRP78 ERSR act,USP1-UAF1 inh,rTrxR1 inhibitor,mIDH1 inhibitor,LDHA inh,Vif-APOBEC3F blk,Vif-A3G inh,TrxR1 substrate,RGS4 inhibitor
O=C(Nc1cccc(NC(=O)c2cccc(Cl)c2)c1)c1cccnc1,0%,-9%,16%,7%,2,-1%,0%,-3%,-13%
C=CCn1c(COc2ccc(F)cc2)nnc1SCC(=O)Nc1cccc(S(N)(=O)=O)c1,-6%,-27%,-12%[57.1 µM],3%,-9,1%,-2%,-8%[57.1 µM],36%
COc1cc2c(cc1OC)C1=C(C#N)CC/C(=N\S(=O)(=O)c3cccc(Cl)c3)N1CC2,-4%,-12%,9%[57.1 µM],4%,-1,-6%,0%,2%[57.1 µM],28%
O=C1CCC2CN3CCc4c([nH]c5ccccc45)C3CC2C1 (stereo not drawn),1%,?,.,0%,2,-28%,-19%,.,.
O=C(CSc1nnc(NC(=O)C2CC(=O)N(c3ccccc3)C2)s1)NCc1ccco1 (stereo not drawn),5%,-15%,?,-21%,-4,7%,-6%,-3%,15%
Fc1cc(F)cc(NC(=S)N2CCC(c3ccccc3)C2)c1 (stereo not drawn),8%,-16%,8%,0%,0,3%,4%,3%,-4%[56.9 µM]
Cc1cccnc1NC(=O)C1CCN(S(=O)(=O)c2ccc3c(c2)CCC(=O)N3)CC1,-2%,-23%,9%,1%,-2,-4%,0%,4%,-8%
O=C(CCCCCN1C(=O)[C@@H]2Cc3ccccc3CN2C1=O)NCCc1ccccc1,3%,-24%,16%,-7%,-1,3%,0%,4%,-8%
Cc1cccc(C(=O)OCC(=O)NCc2cccs2)c1,-1%,-5%,5%[57.1 µM],-10%,-7,-17%,1%,0%[57.1 µM],10%
Cc1csc(N2CCN(c3cc4c(cc3Cl)nc(-c3ccncc3)n4CCCN3CCCC3)CC2)n1,-2%,-13%,-8%[57.1 µM],6%,1,0%,-1%,5%[57.1 µM],-13%
CC(=O)Nc1ccc(C(=O)OCC(=O)Nc2ccc(N3CCOCC3)cc2)cc1,-2%,-20%,17%,0%,0,-5%,-3%,4%,-12%
COc1cccc(NC(=O)CSc2nc(C3CC3)nc3ccccc23)c1,-5%,-18%,11%,0%,-12,19%,-15%,2%,-32%
CCOC(=O)c1cc2c(=O)n3ccccc3nc2n(CCCOC)c1=NC(=O)c1cc2ccccc2o1,-1%,?,-10%,0%,2,2%,-1%,4%,-5%
COc1ccccc1-c1cn[nH]c1-c1ccc(OCc2ccccc2)cc1O,-6%,-12%,-4%,-8%,-3,2%,-25%,-2%,24%
CC(C)(C)c1cc(=O)n2[nH]c(N)nc2n1,-4%,-18%,8%[57.1 µM],2%,-4,-4%,-3%,4%[57.1 µM],1%
COc1ccc(-c2ncccc2OC(=O)C23CC4CC(CC(C4)C2)C3)cc1,-3%,-13%,-17%,2%,2,?,2%,19%,-6%
Cc1cc(NC(=O)CCC(=O)N(Cc2cccs2)C(C(=O)NC2CCCC2)c2cccnc2)no1 (stereo not drawn),-2%,-8%,12%,1%,-5,-9%,2%,-1%,17%
CCOC(=O)N1CCN(c2c(N3CCC(N4CCCCC4)CC3)c(=O)c2=O)CC1,-5%,-18%,24%,12%,4,-4%,1%,4%,2%
Cc1ccc(NC(=S)NCc2cccn2C)cc1,4%,4%,-17%,2%,4,-5%,0%,-2%,-9%
CC(C)(C)c1cc(C(=O)N2CCN(c3ncccn3)CC2)ccn1,-1%,0%,9%,-1%,-6,5%,3%,-1%,16%
CCOC(=O)C(C)n1cnc2sc(C)c(C)c2c1=O (stereo not drawn),-1%,-3%,-9%,3%,-4,0%,1%,-4%,-33%
CC1CCc2sc3c(c2C1)c(=O)n(CC(=O)O)c(=O)n3Cc1ccc(Cl)cc1 (stereo not drawn),-3%,-15%,26%,-12%,-2,-3%,3%,9%,-6%
Cc1nnc(SCCn2c(N3CCCCC3)nc3c2c(=O)n(C)c(=O)n3C)s1,0%,2%,-18%,-1%,-1,0%,0%,-14%,39%
COc1ccc(C2CC(c3cccc(C(F)(F)F)c3)=NN2c2ccc(S(N)(=O)=O)cc2)cc1 (stereo not drawn),-11%,-26%,41%[activator],-5%,1,3%,-25%,432%[activator],-8%
O=C(NCc1n[nH]c(=S)n1-c1ccc(Cl)c(Cl)c1)c1cccs1,-2%,-8%,-17%[57.1 µM],2%,-7,-13%,-2%,5%[57.1 µM],-40%
Cc1nc2ccccn2c1C(=O)NC1CCCC1,-1%,-16%,6%[57.1 µM],3%,-5,12%,1%,5%,-2%
CCNC(=O)c1ccc(=O)n(Cc2ccc(Cl)cc2Cl)c1,0%,-2%,1%,-13%,2,17%,0%,-2%,18%

# Compound activity deposited in PubChem BioAssay by National Center for Advancing Translational Sciences (NCATS).
